# FAK inh: FAK (human) kinase inhibition; inhibition, %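 (tested at 7 µM)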; AID 727; biochemical FAK kinase activity assay; Q05397; actives 0.84% (n = 97,000); in the data active = inhibition above about 19%;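 note: 0% = DMSO and 100% = reference compound high control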
# S1P2 agonist: S1P2 (human) receptor agonism; O95136; activation, % at 4.5 µM; AID 729; actives 0.46% (n = 97,000); S1P2-expressing cell line, agonist reporter read-out; in the data active = activation above about 16%;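 note: 0% = vehicle low control and 100% = maximal reference agonist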
# Target sequence (O95136 whole entry, looked up): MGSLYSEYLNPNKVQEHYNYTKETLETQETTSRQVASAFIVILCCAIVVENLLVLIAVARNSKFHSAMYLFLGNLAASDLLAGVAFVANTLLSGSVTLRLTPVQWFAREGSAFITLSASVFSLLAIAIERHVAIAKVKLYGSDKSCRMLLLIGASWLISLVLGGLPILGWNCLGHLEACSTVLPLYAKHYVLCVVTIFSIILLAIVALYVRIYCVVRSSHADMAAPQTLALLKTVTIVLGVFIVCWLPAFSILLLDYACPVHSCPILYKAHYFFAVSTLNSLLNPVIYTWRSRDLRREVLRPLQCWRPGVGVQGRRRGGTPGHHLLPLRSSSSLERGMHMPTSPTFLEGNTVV
# PLK1 PBD inh: blocks phosphopeptide binding to human Plk1 polo box domain; P53350; Plk1 PBD phosphopeptide binding, fluorescence polarization; inhibition, %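 (tested at about 20 µM)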; actives 0.13% (n = 97,000); AID 693; in the data active = inhibition above about 34%, passing the limit was not always enough
# Target sequence (P53350 whole entry, looked up, the tested form may be a part): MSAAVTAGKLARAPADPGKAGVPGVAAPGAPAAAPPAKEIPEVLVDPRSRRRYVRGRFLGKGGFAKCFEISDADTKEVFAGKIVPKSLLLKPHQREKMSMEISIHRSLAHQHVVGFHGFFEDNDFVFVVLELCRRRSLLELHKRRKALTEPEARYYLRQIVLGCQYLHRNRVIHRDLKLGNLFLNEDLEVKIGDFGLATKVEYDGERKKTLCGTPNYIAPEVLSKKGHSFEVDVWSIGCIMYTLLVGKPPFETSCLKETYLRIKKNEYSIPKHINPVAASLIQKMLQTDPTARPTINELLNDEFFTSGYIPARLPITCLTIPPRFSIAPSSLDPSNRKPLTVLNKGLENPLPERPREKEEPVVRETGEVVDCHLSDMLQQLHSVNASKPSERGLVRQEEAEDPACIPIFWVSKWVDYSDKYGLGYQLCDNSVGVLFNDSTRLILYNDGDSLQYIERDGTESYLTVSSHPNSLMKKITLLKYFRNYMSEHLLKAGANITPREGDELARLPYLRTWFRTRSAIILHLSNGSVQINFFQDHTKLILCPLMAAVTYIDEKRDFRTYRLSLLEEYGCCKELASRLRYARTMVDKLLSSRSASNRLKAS
# PLAP act: activators of human placental alkaline phosphatase | activation fold at 20 µM | AID 696 | P05187 | actives 1.2% (n = 96,000) | purified PLAP enzyme, luminescent substrate read-out; stronger effect = higher value; in the data active = activation fold above about 2
# EphB4 ephrin blk: antagonists of human EphB4-ephrin-B2 interaction; P54760; EphB4 LBD / TNYL-RAW-Alexa532 peptide, fluorescence polarization; inhibition, % at 7 µM; actives 0.15% (n = 97,000); AID 720;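 active = inhibition above the screen-wide mean inhibition plus 3 SD, cut at about 15% in these data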;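 note: 0% = DMSO wells and 100% = excess unlabeled TNYL-RAW peptide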
# S1P2 blocker: blocks the human S1P2 receptor; O95136; cell-based S1P2 antagonist assay, inhibition at 5 uM; inhibition, % at 5 µM; actives 0.21% (n = 97,000); AID 736; in the data active = inhibition above about 45%;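 note: CRE beta-lactamase reporter cells expressing human S1P2 stimulated with S1P; 0% = agonist at EC80 alone and 100% = agonist plus reference antagonist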
# Rev-RRE block: inhibitors of HIV-1 Rev-RRE RNA interaction; Rev peptide-RRE RNA binding, FRET; inhibition, % at 8 µM; actives 0.79% (n = 97,000); AID 704;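 active = inhibition above the screen-wide mean plus 3 SD, cut at about 35% in these data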;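 note: 0% = median DMSO wells and 100% = median Neomycin B control wells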
# Target sequence (P05866 whole entry, looked up): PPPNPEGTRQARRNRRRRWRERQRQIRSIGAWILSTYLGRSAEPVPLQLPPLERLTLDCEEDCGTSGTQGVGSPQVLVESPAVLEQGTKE
#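 Material: labelled RRE RNA duplex and labelled Rev peptide / Buffer or medium: HEPES pH 7.5 salt buffer with EDTA / Compound dosing: single point, 8 µM final nominal compound concentration / Benchmarks: DMSO low control, neomycin B high control / Timing: 5 min preincubation and 15 min binding, 25 °C / Technique: FRET fluorescence readout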
# PLK1 kinase inh: blocks human PLK1 kinase activity; P53350; recombinant PLK1 kinase, TR-FRET peptide phosphorylation; inhibition, % at 10 µM; actives 0.53% (n = 97,000);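 active = inhibition of 50% or more in the single-concentration screen; inactive = inhibition below 50%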;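 note: 0% = DMSO max control and 100% = H-89 dihydrochloride min control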
# MT1-MMP txn act: activates MT1-MMP transcription | HT1080 MT1-MMP promoter luciferase reporter, luminescence, overnight; stronger effect = higher value | activation factor at 10 µM | actives 0.16% (n = 86,000) | AID 750;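 active = activation factor of at least 2 for MT1-MMP transcription at 10 µM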
# Numbers without * were called inactive; · = not tested or not shown; [ ] = remark or other dose.
No.	Compound	FAK inh	S1P2 agonist	PLK1 PBD inh	PLAP act	EphB4 ephrin blk	S1P2 blocker	Rev-RRE block	PLK1 kinase inh	MT1-MMP txn act
1	O=C1c2ccccc2C(=O)N1CCCn1c(=O)oc2ccccc21	-2.8	-3.2	-4.9	1.2	1.6	10.6	9.0	-5.7	1.4
2	CCOc1ccccc1C(=O)OCC(=O)Nc1ccc(OC(F)F)cc1	1.8	-0.3	-21.8	0.9	-0.4	-25.1	5.5	-15.4	·
3	Cc1ccn2c(C(=O)N/N=C\c3cccs3)c(C)nc2c1	-6.1	-5.8	-1.1	1.6	-7.9	-30.1	0.0	-2.4	·
4	CCOC(=O)c1ccc(CSc2n[nH]c(C)n2)o1	0.5	-10.6	8.2	2*	1.8	3.4	8.3	-4.6	1.1
5	OCCNc1ncnc2c1c(-c1ccccc1)c(-c1ccccc1)n2Cc1ccco1	2.4	-2.3	-3.4	2*	5.7	-3.9	9.4	-7.7	·
6	COc1ccc(N2C(=O)CCC(C(=O)NCc3cccnc3)C2c2ccc(OC)c(OC)c2)cc1 (stereo unspecified)	0.9	-1.9	17.9	1.5	-0.1	1.8	4.0	4.5	1
7	COc1ccccc1C(=O)Nc1ccc2c(c1)OCO2	0.3	-1.7	0.1	0.7	-0.4	1.4	6.8	-13.9	·
8	COC(=O)CNC(=O)c1cn(CC(C)C)c(=O)c2cc(OC)c(OC)cc12	6.6	-1.9	11.7	1	3.4	-5.4	6.9	-1.9	1.1
9	COc1ccc2nc(SCC(=O)N3CCCCCC3)c(C#N)cc2c1	3.8	-2.5	-10.0	1.2	-5.4	-19.7	14.4	2.9	1.3
10	COc1ccc(Cl)cc1C(=O)Nc1ccc(NC(=O)c2ccco2)cc1	9.6	-4.4	11.8	0.9	8.7	7.5	4.8	0.2	1.1
11	O=C(Nc1ccccc1)c1cccc(S(=O)(=O)N2CCCCC2)c1	-1.3	-8.3	0.5	1.1	-8.0	-11.8	1.8	-6.0	1.1
12	CCn1c(C)c(C(C)=O)c(N2CCCCC2)nc1=S	1.5	-0.1	-4.9	1	0.6	-5.8	3.0	-1.9	1.2

# A few values from the results shown.
# Entry for Cc1ccn2c(C(=O)N/N=C\c3cccs3)c(C)nc2c1 under S1P2 agonist: -5.8
# Entry for COC(=O)CNC(=O)c1cn(CC(C)C)c(=O)c2cc(OC)c(OC)cc12 under PLK1 kinase inh: -1.9
# Entry for COc1ccc(N2C(=O)CCC(C(=O)NCc3cccnc3)C2c2ccc(OC)c(OC)c2)cc1 (stereo unspecified) under FAK inh: 0.9

# The list goes on.
No.	Compound	FAK inh	S1P2 agonist	PLK1 PBD inh	PLAP act	EphB4 ephrin blk	S1P2 blocker	Rev-RRE block	PLK1 kinase inh	MT1-MMP txn act
13	CC(=O)N1N=C(c2ccc(C)o2)CC1c1ccc(Br)cc1 (stereo unspecified)	3.9	-3.8	-8.2	1.1	-3.9	0.3	6.0	0.3	·
14	Cn1nc(C(F)(F)F)c(C(=O)Nc2ccc(Cl)cc2)c1Cl	8.0	-3.9	-3.1	1	1.5	4.4	3.0	-8.8	·
15	CCCOC(=O)C1=C(C)OC23OC(N)=C(C#N)C12C(=O)c1ccccc13 (stereo unspecified)	4.6	-3.4	2.2	·	3.8	0.1	1.6	-6.0	1.1
16	CCOc1ccc(C)cc1S(=O)(=O)N1CCCCC1	-1.0	-5.5	5.5	0.9	-0.5	8.6	5.8	-13.8	1.1
17	O=C(CCCN1C(=O)c2ccccc2C1=O)Nc1ccc(S(=O)(=O)N2CCCCC2)cc1	-1.5	-0.6	-11.3	1.4	-2.1	-13.8	10.5	-14.4	1.2
18	COc1ccc(/C=N/Nc2nonc2N)cc1OC	0.9	0.1	17.2	·	9.3	-28.9	4.3	-3.0	0.8
19	COc1ccc(S(=O)(=O)N2CCOCC2)c(C)c1C	-1.7	-4.4	-15.3	·	2.6	-5.2	2.6	-13.9	1.3
20	Cn1c(Cc2ccccc2)nnc1SCC(=O)Nc1ccc2c(c1)OCCO2	0.2	-2.9	-26.4	1.4	-14.0	-23.1	0.5	-79.2	1.2
21	COc1ccccc1NC(=S)N(CCc1c(C)[nH]c2ccccc12)Cc1cccs1	-1.4	-7.2	-6.2	1.1	5.7	15.9	1.8	-17.7	·
22	Cc1cc(C)cc(Nc2ccc([N+](=O)[O-])nc2[N+](=O)[O-])c1	4.4	-6.7	-16.1	1	-0.3	0.3	-2.5	-17.3	·
23	O=S(=O)(Nc1ccc(Cc2ccncc2)cc1)N1CCCC1	-0.4	-6.2	-6.0	1	-1.3	-9.2	5.7	-17.2	1
24	Cc1ccc(S(=O)(=O)N(C)CC(=O)O/N=C(\N)c2cccc([N+](=O)[O-])c2)cc1	-0.3	-2.4	17.6	1	-6.8	-0.6	16.3	0.8	1.2

# (continued)
No.	Compound	FAK inh	S1P2 agonist	PLK1 PBD inh	PLAP act	EphB4 ephrin blk	S1P2 blocker	Rev-RRE block	PLK1 kinase inh	MT1-MMP txn act
25	CCCS(=O)(=O)n1nc(-c2ccc(OC)cc2)cc1N	9.8	-4.9	17.9	0.9	1.6	17.0	8.6	-9.8	·
26	CCOC(=O)C(CC)(CCC(=O)O)c1csc(N)n1 (stereo unspecified)	-0.2	-3.7	-2.7	0.8	-0.8	-17.5	1.8	-24.6	1.4
27	COC(=O)c1ccccc1NC(=O)CSc1nnc(C(CO)NC(=O)c2ccccc2)n1C (stereo unspecified)	6.5	-12.6	14.6	1.1	0.6	3.4	-2.2	-6.1	1.1
28	CCCSc1nc(C)c2cc(C)cc(C)c2n1	1.1	-6.1	3.3	1.8	-5.4	-0.3	2.1	-11.5	1.3
29	O=C1OC(Nc2ccc3ncccc3c2)c2ccccc21 (stereo unspecified)	-2.9	-5.1	14.9	0.9	-1.0	-0.5	5.1	-12.0	·
30	Cc1cc(-c2ccco2)n2c(nc3ccccc32)c1C#N	-1.0	1.5	-0.6	1.2	8.7	11.0	47.0*	-6.8	1.1
31	COc1ccc(F)cc1S(=O)(=O)NC1CCCC1	1.3	-0.9	10.8	1.1	-1.2	-2.8	0.7	-9.2	1.1
32	CCCC(=O)NC(Nc1ccccc1F)C(Cl)(Cl)Cl (stereo unspecified)	1.6	-1.1	-14.6	1	-5.7	-9.5	3.0	-7.0	·
33	Cc1ccc(-c2cc(C(F)(F)F)n3ncc(C(=O)N4CCN(C)CC4)c3n2)cc1	-1.0	-4.4	1.0	1.5	-3.8	7.3	0.7	8.2	1
34	CCN(CC)c1ccc(C2C3CCCCC3(O)CCN2CC(=O)N2CCCCC2)cc1 (stereo unspecified)	2.7	-3.3	14.3	1.7	3.8	11.6	3.0	-11.2	1.1
35	COc1ccc(-c2noc(-c3ccc4c(c3)OCO4)n2)cc1	1.9	-5.7	3.2	0.9	10.6	15.8	7.2	-45.0	1.1
36	Cc1cc(C(=O)CN2C(=O)NC3(CCCc4ccccc43)C2=O)c(C)n1Cc1ccccc1 (stereo unspecified)	-0.9	8.7	6.4	1.5	4.5	-22.4	8.8	-2.2	1.2

# Continuation:
No.	Compound	FAK inh	S1P2 agonist	PLK1 PBD inh	PLAP act	EphB4 ephrin blk	S1P2 blocker	Rev-RRE block	PLK1 kinase inh	MT1-MMP txn act
37	COc1ccc(Cl)cc1N(CC(=O)N1CCC(C)CC1)S(C)(=O)=O	-1.4	-5.0	6.4	1	-1.2	6.5	5.5	-21.6	1.1
38	COc1cccc(C(=O)CSc2nnc(-c3cccs3)o2)c1	0.6	-2.4	-12.7	·	-4.5	18.2	4.1	-5.5	1.1
39	CCC(C)(C)NC(=O)c1ccc2c(c1)S(=O)(=O)c1ccccc1C2=O	2.4	22.7*	2.2	0.9	0.8	-41.0	-0.7	-16.0	·
40	CC1=C(C(=O)OC2CCCCCCC2)C(c2cccc(O)c2)NC(=O)N1 (stereo unspecified)	5.8	-3.6	15.4	1.7	-4.8	6.6	10.7	-2.4	1
41	COC(=O)c1ccc(COc2nc(C)cc(C)c2C#N)o1	0.4	-2.8	-11.8	0.9	2.1	-15.1	1.6	-11.7	1.1
42	CCOC(=O)N1CCC(n2c(=S)[nH]c3cc(OC)c(OC)cc3c2=O)CC1	-0.6	-2.1	-18.0	1.4	-0.9	-17.6	-3.9	-3.1	0.9
43	CCS(=O)(=O)N1Cc2ccccc2CC1C(=O)OCC(=O)Nc1ccc(SC(F)F)cc1 (stereo unspecified)	0.8	0.3	-16.5	1.3	-1.3	6.3	5.1	-8.4	·
44	O=C(O)c1ccc2c(=O)[nH]c(CN3CCOCC3)nc2c1	1.3	-4.8	8.1	1	4.2	17.4	7.9	-11.4	·
45	COc1cc(C(=O)Nc2ccc(Br)cc2C(=O)c2cc(OC)c(OC)c(OC)c2)cc(OC)c1OC	2.4	-2.3	-3.0	1.6	0.2	-2.0	3.9	-10.6	·
46	COC(=O)C1=C(C)OC(N)=C(C#N)C1C1CCCCC1 (stereo unspecified)	-8.8	-5.4	16.7	1.1	5.3	11.1	4.0	-10.3	1
47	COc1cccc(NC(=O)N(C2CCCCC2)C(C)c2cccs2)c1 (stereo unspecified)	-1.7	0.1	0.3	1.1	0.1	-0.2	5.8	-4.9	1.1
48	CN(C(=O)c1ccc(Cl)cc1)C1=CCCCC1CCC#N (stereo unspecified)	-6.2	-7.5	16.5	1	2.4	0.1	0.0	-9.2	1

# Continuation:
No.	Compound	FAK inh	S1P2 agonist	PLK1 PBD inh	PLAP act	EphB4 ephrin blk	S1P2 blocker	Rev-RRE block	PLK1 kinase inh	MT1-MMP txn act
49	O=C(NCc1ccccn1)c1cnc2sccn2c1=O	0.0	-11.8	-7.5	1.1	-7.9	8.1	2.7	0.2	1.1
50	FC(F)(F)c1nnc2ccc(-n3ccnc3)nn12	-2.4	-4.4	-9.5	0.9	-7.2	11.4	8.5	-10.3	1
51	CCOC(=O)c1nnn(-c2nonc2N)c1COc1ccccc1	-5.5	-5.1	-13.6	0.7	6.4	0.6	10.0	-3.6	1
52	O=C(/C=C/c1ccccc1)NC(=S)Nc1ccc(N2CCOCC2)cc1	-1.7	-1.0	-7.2	0.9	-7.4	-1.9	-5.0	-4.9	·
53	COc1ccc(C2C(C(=O)c3cccs3)=C(O)C(=O)N2c2nncs2)cc1 (stereo unspecified)	-3.8	-8.2	-3.8	1.2	-9.2	5.6	102.0*[fluorescence artefact?]	-0.6	1.1
54	CCCOc1ccc(/C=N/NC(=O)C2CCCN2S(=O)(=O)c2ccc(Cl)cc2)cc1 (stereo unspecified)	2.8	-2.4	-27.4	0.9	-2.5	-0.5	-3.0	-12.9	·
55	O=C(NCCN1CCCC1)C1(S(=O)(=O)c2ccc(Cl)cc2)CC1	-2.4	-5.0	17.7	1.2	-8.5	-10.6	4.6	-4.9	1.1
56	Cc1c(C(=O)N2CCCCC2)oc2ccc(S(=O)(=O)N3CC(C)CC(C)C3)cc12 (stereo unspecified)	-1.1	-5.1	-22.3	1.1	-8.0	19.1	1.1	-8.3	1.1
57	CC(=O)N1C(=O)C2(Nc3ccccc3N2)c2ccccc21	-0.8	-4.9	9.2	0.9	-5.7	-29.5	10.6	-3.9	1.1
58	CN(C)C(=O)Cn1nc(-c2ccccc2)c2ccccc2c1=O	4.1	0.0	-3.3	1.1	-0.7	1.4	2.5	-19.6	1.1
59	Cc1ccc(C)n1-c1ccc(-c2nnco2)cc1	1.1	-14.7	-14.0	1.2	2.9	6.1	8.1	-7.9	1.2
60	CN1CC=C2C(C#N)=C(N)C(C#N)(C#N)C(c3ccsc3)C2C1 (stereo unspecified)	0.4	3.6	-18.8	1	-3.5	-27.7	56.4*	2.8	1.1
61	O=C(COc1cccc2ccccc12)NNC(=O)C1CCCO1 (stereo unspecified)	-0.5	-4.8	6.0	2.2*	0.7	18.1	10.1	-3.0	·
62	CCc1ccc(OCC(=O)N/N=C2\CC(=O)c3ccccc32)cc1	31.9*	-3.4	-38.0	2.4*	5.1	7.3	-2.4	-8.8	·
63	O=C(NC(=S)Nc1ccc(N2CCOCC2)c(Cl)c1)C(c1ccccc1)c1ccccc1	-4.8	-4.2	19.4	0.9	-3.8	-26.4	-4.9	-8.3	·
